ERK EGF inh – qHTS Assay for Inhibitors of the ERK Signaling Pathway using a Homogeneous Screening Assay; Stimulation with EGF. HEK293-V1b, EGF-stimulated phospho-ERK AlphaScreen. Potency, µM (series often up to 11.5 µM), without a hit: top-dose activity change, negative = inhibition, usual class: inhibitors. 0.41% of 130,000 active. AID 1454, 2008; active = well fitted inhibition curve with a large enough effect; inconclusive = small, poorly fitted or top-dose-only effect, or effect the other way;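 also: plate controls were stimulated vehicle wells for no effect and unstimulated vehicle basal for full effect; nearly all actives have a fitted effect of over 55% in size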
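Phospho-ERK1/2 measured by AlphaScreen (SureFire) after 5 min 25 nM EGF stimulation of V1b-expressing HEK293 cells preincubated 30 min at 37C with titrated compounds; data scaled to DMSO and EGF controls, Hill-fitted AC50.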
Active calls of the source: *; ? = inconclusive; & = joins results of further samples; [ ] = dose if it differs, or a comment. Potency is read from the fitted curve at half-maximal effect. An excerpt. The share of hits here may be higher or lower than overall.

| ERK EGF inh | smiles |
| --- | --- |
| ? | CC/C(=N/OC(=O)c1cccc(C)c1)C(=O)c1cccs1 |
| -9% | COc1cc(OC)c(C(=O)OCC(=O)Nc2cc(C)on2)cc1OC |
| -3%[57.5 µM] | Cc1ccc(N/N=C(\C#N)C(=O)c2ccsc2)cc1 |
| 11% | COc1ccc(-c2nnc(SCC(=O)Nc3ccc(Cl)cc3)n2C)cc1 |
| 11%[57.5 µM] | CN(Cc1ccccc1)C(=O)C1CCCN1S(=O)(=O)c1ccc2c(c1)n(C)c(=O)c(=O)n2C (configuration not stated) |
| 15%[57.5 µM] | CCOC(=O)c1c(C)n(-c2ccc(OC)cc2)c2ccc(O)c(CN(C)C)c12 |
| -1% | O=C(CC1SC(=Nc2ccccc2)N(Cc2ccccn2)C1=O)Nc1ccc(Br)cc1 (configuration not stated) |
| -1%[57.5 µM] | CC(C)[C@H](NC(=O)c1ccco1)C(=O)OCc1cc(=O)n2c(n1)sc1ccccc12 |
| -1% | COC(=O)c1c(NC(=O)COC(=O)c2ccc(Cl)cc2[N+](=O)[O-])sc2c1CCCCC2 |
| 6% | Cc1ccc(CN(Cc2ccco2)C(=S)NCC(=O)NC2CC2)cc1 |
| 0% | O=C(CCN1C(=O)/C(=C/c2ccc(F)cc2)SC1=S)NNC(=O)c1ccncc1 |
| 5% | O=C1CC(c2ccccc2)CC(=NCCO)/C1=C(\O)CCCN1C(=O)c2ccccc2C1=O (configuration not stated) |
| -4%[57.5 µM] | Cc1ccc(-c2nc(-c3ccccn3)sc2CC(=O)O)cc1 |
| -2% | CCOCCCNC(=O)COC(=O)/C=C/c1ccc(S(=O)(=O)N2CCc3ccccc32)cc1 |
| 4% | CCO/C=C/C(O)(CNC(=O)c1ccc(C(C)(C)C)cc1)C(F)(F)F (configuration not stated) |
| 2% | COc1cccc(C2C3=C(Nc4[nH]n(-c5ccccc5)c(=O)c42)c2ccccc2C3=O)c1 (configuration not stated) |
| -4% | Cc1cc(C)c(S(N)(=O)=O)c(C)c1N(C)S(=O)(=O)c1ccccc1 |
| 7% | CCC(Sc1nc2ccccc2o1)C(=O)Nc1nnc(C)s1 (configuration not stated) |
| -15%[57.5 µM] | O=C(c1ccc(NS(=O)(=O)c2ccc3c(c2)OCCO3)cc1)N1CCCCC1 |
| -6% | COC(=O)c1ccccc1Oc1nc(Cl)cc(OC)n1 |

Ordered by molecular weight (largest number first): part of the list above.
| ERK EGF inh | smiles |
| --- | --- |
| 0% | O=C(CCN1C(=O)/C(=C/c2ccc(F)cc2)SC1=S)NNC(=O)c1ccncc1 |
| -15%[57.5 µM] | O=C(c1ccc(NS(=O)(=O)c2ccc3c(c2)OCCO3)cc1)N1CCCCC1 |
| 7% | CCC(Sc1nc2ccccc2o1)C(=O)Nc1nnc(C)s1 (configuration not stated) |
| -6% | COC(=O)c1ccccc1Oc1nc(Cl)cc(OC)n1 |

Further compounds
| ERK EGF inh | smiles |
| --- | --- |
| 4% | CCCCC(C=O)NC(=O)C(CC(C)C)NC(=O)OCc1ccccc1 (configuration not stated) |
| 2% | COC(=O)c1ccc(C23CC4(C2)[C@H](CN(Cc2cccnc2)[C@@H]4c2ccccc2)C3c2ccccc2)cc1 (some centres not stated) |
| 1% | N#Cc1cccc(C#N)c1N1CCC(C#N)CC1 |
| -9%[57.5 µM] | NS(=O)(=O)c1ccc(CCNC(=O)C2CCCN2C(=O)OCc2ccccc2)cc1 (configuration not stated) |
| 5%[57.5 µM] | CC(C)[C@H](NC(=O)[C@@H]1Cc2ccccc2CN1C(=O)OC(C)(C)C)C(=O)NCC1CCC(C(=O)O)CC1 (some centres not stated) |
| -5% | COc1cc(NC(=O)CSc2nc(C)c(C)c(C)n2)cc(OC)c1 |
| 3%[57.5 µM] | Cc1ccc(S(=O)(=O)Oc2cccc(/C=N/Nc3ccc(C(=O)O)cc3)c2)cc1 |
| -6% | Cn1ncc(N2CCN(S(=O)(=O)c3ccc(Br)cc3)CC2)c(Cl)c1=O |
| -6% | CC(Nc1oc(-c2ccccc2)nc1-c1cccc2ccccc12)c1ccccc1 (configuration not stated) |
| -2% | COC(=O)C1(C(=O)OC)CC2=CC(CC2=O)Cc2ccccc2[C@@H]1C[N+](=O)[O-] (some centres not stated) |
| 5% | CCOC(=O)/C(N=Nc1cc(C(=O)O)cc(C(=O)O)c1)=C(\O)CCl |
| -9% | COc1ccc(C)cc1NC(=S)NNC(=O)c1c(Br)cnn1C |
| -1% | COC(=O)c1cc(-c2cccs2)[nH]n1 |
| -8% | CN(CCCC(=O)NC1CC(C)(C)NC(C)(C)C1)S(=O)(=O)c1ccc([N+](=O)[O-])cc1 |
| 5% | CCCCn1c(=O)nc2n(-c3ccc(OC)cc3)c3ccccc3cc-2c1=O |
| 18% | N#CCCn1cc(C(=O)N2CCOCC2)c(-c2ccc3c(c2)OCCO3)n1 |
| 4% | CC(=O)Nc1sc2c(c1C(c1cccc(F)c1)N1CCN(CCO)CC1)CCCC2 (configuration not stated) |
| -4% | COc1ccc(NC(=O)OCCn2c([N+](=O)[O-])cnc2C)cc1 |
| -15% | CC(C)(C)NCCOCCOc1ccc(Cl)cc1C(C)(C)C |
| -2% | Cc1cc(C)nc(NS(=O)(=O)c2ccc(NC(=O)c3cccc(N4C(=O)CCC4=O)c3)cc2)n1 |

Seven compounds picked at random from the list so far:
| ERK EGF inh | smiles |
| --- | --- |
| -4% | COc1ccc(NC(=O)OCCn2c([N+](=O)[O-])cnc2C)cc1 |
| -1%[57.5 µM] | CC(C)[C@H](NC(=O)c1ccco1)C(=O)OCc1cc(=O)n2c(n1)sc1ccccc12 |
| -9% | COc1cc(OC)c(C(=O)OCC(=O)Nc2cc(C)on2)cc1OC |
| -3%[57.5 µM] | Cc1ccc(N/N=C(\C#N)C(=O)c2ccsc2)cc1 |
| 4% | CC(=O)Nc1sc2c(c1C(c1cccc(F)c1)N1CCN(CCO)CC1)CCCC2 (configuration not stated) |
| -2% | Cc1cc(C)nc(NS(=O)(=O)c2ccc(NC(=O)c3cccc(N4C(=O)CCC4=O)c3)cc2)n1 |
| -9% | COc1ccc(C)cc1NC(=S)NNC(=O)c1c(Br)cnn1C |

The listing continues.
| ERK EGF inh | smiles |
| --- | --- |
| -6% | COc1ccc(NS(=O)(=O)c2ccc(S(=O)(=O)N(C)C)cc2)cc1S(N)(=O)=O |
| 1% | Cc1nc2c(C)cccc2cc1C(=O)N/N=C/c1cccc([N+](=O)[O-])c1 |
| ? | COc1ccc(-c2nc3c4ccccc4ccn3c2CN2CCCCC2)cc1 |
| 1% | CC(=O)Nc1nnc(SCC(=O)c2ccc3c(c2)Cc2ccccc2-3)s1 |
| -1% | CC1CCN(c2ccc(/C=N\Nc3nncn3N)cc2[N+](=O)[O-])CC1 |
| -10% | CCOC(=O)c1ccc(NC(=O)CN2CCN(Cc3ccccc3)CC2)cc1 |
| 14% | COc1ccc(-c2cn3cc(C(F)(F)F)cc(Cl)c3n2)cc1 |
| -1% | CCOc1ccccc1N=C1SC(CC(=O)Nc2ccc(OC)cc2OC)C(=O)N1CCC1=CCCCC1 (configuration not stated) |
| 1% | O=c1c2c3c(sc2ncn1/N=C/c1ccccc1)CCCC3 |
| 5% | O=C(Nc1ccc(N2CCCCC2)cc1)c1ccccn1 |
| ? | COc1ccc(C2CCCN2C(=S)Nc2cccc(C)c2)cc1OC (configuration not stated) |
| -3% | COc1ccc(-c2nn(-c3ccccc3)cc2CNC(=O)c2cccc([N+](=O)[O-])c2)cc1 |
| -12% | CS(=O)(=O)N(CC(=O)NCCSCc1ccco1)c1ccc2c(c1)OCO2 |
| -1%[57.5 µM] | COc1ccc(-c2cccc(C3CC=CC4C3C(=O)N(Cc3ccccc3)C4c3ccc(C(F)(F)F)cc3)c2)cc1 (configuration not stated) |
| -2% | COc1ccccc1OCC(=O)NCCSCc1cccc(Cl)c1 |
| 12% | Cc1ccc2cc(CN(Cc3cccs3)C(=O)c3ccco3)c3nnnn3c2c1C |
| -14% | Cc1ccc(NC(=O)c2cc(N3C(=O)C4CCCCC4C3=O)ccc2N2CCOCC2)cc1 (configuration not stated) |
| 2% | Nc1ccc(CN2CCOCC2)cc1 |
| ? | Cn1c(SCC(=O)N/N=C/c2ccc(O)c(O)c2)nc2ccccc21 |
| 3%[57.5 µM] | NNC(=S)NC1CCCCCCCCCCC1 |
| 1% | N#C/C(=N\Nc1ccc(S(=O)(=O)N2CCCCC2)cc1)C(N)=S |
| -11% | CNC(=S)N(Cc1ccco1)Cc1cc2cc(OC)ccc2[nH]c1=O |
| -2% | C/C(=N/NC(=O)Cn1nc2ccccc2n1)c1ccc(F)cc1 |
| -2% | Cc1ccc(S(=O)(=O)N2CCC(c3nc4c(nnn4Cc4ccccc4)c(=O)[nH]3)CC2)cc1 |
| -13% | O=C(Nc1nn[nH]n1)c1cc(-c2ccc(Cl)c(Cl)c2Cl)nc2ccccc12 |
| 9%[57.5 µM] | Cn1nc(-c2ccccc2)cc1NC(=O)c1cccs1 |
| -7%[57.5 µM] | O=C1C2=C(CCCC2)C(=O)N1CNc1ccccc1 |
| -4% | CCOc1ccc(NC(=O)N2CCCC2C(=O)NCC2CCCO2)cc1 (configuration not stated) |
| 39% | CN(Cc1cccc2cnccc12)C(=O)CCc1nnc(CCc2ccccc2)o1 |
| 1% | CCOC(=O)c1c(/N=C/c2cccc([N+](=O)[O-])c2O)sc(C)c1C |
| 9% | OCCOCCOc1ccc(-c2nn[nH]n2)cc1 |
| 1% | N#C/C(=C/c1cn(CC(=O)O)c2ccccc12)C(=O)Nc1ccccc1 |
| 2% | COc1cccc(-c2noc(CCCC(=O)Nc3ccc(C(N)=O)cc3)n2)c1 |
| 8% | Cc1cccc(N2C(=O)CC(NNc3nc4ccccc4s3)C2=O)c1 (configuration not stated) |
| -10% | CCOC(=O)N1CCN(C(=S)NC2CCCCC2)CC1 |
| 2% | COc1ccc(N(CCCN2C(=O)c3cccc4cccc(c34)C2=O)C(=O)c2cccnc2)cc1 |
| 9% | CCOc1ccc(OCC)c(NC(=O)CN2CCN(c3cccc(C)c3C)CC2)c1 |
| -3%[57.5 µM] | COc1cc(CNC(=O)CCCC/C=C\C(C)C)ccc1O |
| 0% | CNCCCOc1cc(C)cc(C)c1C |
| -13%[57.5 µM] | Nc1o[nH]c(=O)c1Cc1ccccc1 |
| -14%[57.5 µM] | Cc1csc(NC(=O)CN2C(=O)c3ccccc3C2=O)c1C(N)=O |
| 2%&-10% | COC(=O)CCCCCN1C(=O)NC(c2ccc(-c3ccccc3)cc2)C(C(=O)OCc2ccccc2)=C1C (configuration not stated) |
| -3% | CCOC(=O)n1c(=O)n(Cc2ccc(F)cc2)c2ccccc21 |
| 5% | Cc1cc(N2CCN(S(=O)(=O)c3ccc(Br)cc3)CC2)n2ncnc2n1 |
| -11% | COCCNc1nnc(SCC(=O)NNC(=O)c2ccccc2)s1 |
| 5% | Cc1ccc(-n2ncc3c(NCCCN4CCCC4=O)ncnc32)c(C)c1 |
| 1% | CC1CCCC(C)N1NC(=O)c1cccc(S(=O)(=O)N2CCc3ccccc32)c1 (configuration not stated) |
| -7% | FC(F)(F)c1cc(-c2ccco2)nc(NCc2ccco2)n1 |
| 36% | COc1ccc(OC)c(NC(=O)CCNC(=O)Cn2cnc3ccccc3c2=O)c1 |
| -9%[57.5 µM] | O=C(NC1CC1)c1cc2c(s1)CS(=O)(=O)C2 |

The list goes on.
| ERK EGF inh | smiles |
| --- | --- |
| -1% | COc1ccc([N+](=O)[O-])cc1NC(=O)c1cn(-c2ccc(C)c(C)c2)c(=O)c2ccccc12 |
| -11%[57.5 µM] | C[n+]1nc(Nc2ccccc2)sc1-c1ccc(C(=O)O)cc1 |
| 18% | CC(C)CC1(C(=O)O)C=CCN1C(=O)c1ccccc1 (configuration not stated) |
| 1%[25.7 µM] | C=C1c2c(Cl)ccc(O)c2C(O)=C2C(=O)[C@@]3(O)C(O)=C(C(N)=O)C(=O)[C@@H](N(C)C)[C@@H]3[C@@H](O)[C@H]12 |
| ? | Cc1nc2ccc(S(=O)(=O)Nc3cccc(-c4nc5cccnc5s4)c3C)cc2s1 |
| -1% | CC(=O)N1CCc2ccccc2C1CC(=O)O (configuration not stated) |
| -8% | COC(=O)N/N=C(\C)c1ccc(OC(F)F)cc1OC(F)F |
| 4%[57.5 µM] | C=CCNC(=S)N1CCc2c([nH]c3ccccc23)C1C (configuration not stated) |
| 10% | C/C(=N\Nc1ccc([N+](=O)[O-])cc1)c1ccc(N)cc1 |
| 8%[57.5 µM] | CC(C)=C(NC(=O)c1ccccc1)C(=O)Nc1ccc(C(=O)O)cc1 |
| -6% | O=C(Nc1ccc(Cc2ccncc2)cc1)c1cc([N+](=O)[O-])ccc1N1CCOCC1 |
| 3% | COc1ccc(CNC(=O)CC2Sc3ccccc3NC2=O)cc1 (configuration not stated) |
| -5% | Cc1ccc(-c2nc3c(c(=O)[nH]c(=O)n3Cc3ccccc3)n2Cc2ccccc2)o1 |
| -7% | O=C(NCCOc1ccc(Cl)cc1)C(=O)NCC1CCCO1 (configuration not stated) |
| -9% | CC1CN(C(=O)c2ccccc2Nc2ccc(SC(F)F)cc2)CC(C)O1 (configuration not stated) |
| 7% | CCN(CCn1cccn1)C(=O)c1cc(COc2cccc3cccnc23)on1 |
| 0% | O=C(Cn1cnc2c(nnn2Cc2ccc(F)cc2)c1=O)N1CCCc2ccccc21 |
| -2% | CC1(C)CN(c2cccc(C#N)c2)C1=O |
| -13% | CC1C(c2ccccc2)N(C)C(c2ccccc2)CC1(O)c1ccc(F)cc1 (configuration not stated) |
| -14%[57.5 µM] | CS/C(N)=N/N=C/c1cc(C)ccc1O |
| -3% | COc1ccc(CC(=O)N2CCN=C2SC)cc1OC |
| 0% | O=C(CCCc1ccccc1)c1ccc2c(c1)OCCO2 |
